EPAC1 agonist: qHTS for Agonist of cAMP-regulated guanine nucleotide exchange factor 3 (EPAC1): primary screen; AID 720707, 2013; EPAC1 agonist qHTS, biochemical assay; response scale: 100% = response to 6.5 mM cAMP; Rap guanine nucleotide exchange factor 3 (Homo sapiens), O95398; Potency, µM (doses to about 154 µM), inactives show at the highest dose activation, actives largely listed as activators; actives 0.073% (n = 360,000); also: potency is read from the fitted curve at half-maximal effect; nearly all actives have a fitted effect of over 60% in size
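Read-out is the fluorescence drop as BODIPY-GDP leaves Rap1B (480 nm excitation, 540 nm emission), recorded every 5 minutes over 30 minutes. Reactions held 100 nM EPAC1, 250 nM Rap1B–BODIPY-GDP and 50 uM GDP, with 6.5 mM cAMP setting full activation.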
CCT modulator: High-Throughput Screening for Modulators of Cytosolic Chaperonin Activity; purified chaperonin ATPase assay, HTRF ADP detection, 30 min; activity change, % (no concentration beside the values), hits read low; actives 0.3% (n = 360,000); AID 651819, 2012; in the data active = activity change below about -30%; also: % is scaled to controls: 0 for no effect and ±100 for the full control effect
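We incubate TRiC, 40 or 20 nM final, with library compounds at 76 uM and 10 uM ATP for 30 min at 37 °C. ADP formed is detected with Transcreener HTRF reagents after 30 min at room temperature.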
EPAC2 agonist: qHTS for Agonist of cAMP-regulated guanine nucleotide exchange factor 4 (EPAC2): primary screen; EPAC2 activation, biochemical qHTS; response scale: 100% = 6.5 mM cAMP response; AID 720711, 2013; Potency, µM (titrated, usually from 154 µM), inactives show at the highest dose activation, most hits filed as activators; actives 0.079% (n = 360,000); Rap guanine nucleotide exchange factor 4 (Homo sapiens), Q8WZA2; also: potency is read from the fitted curve at half-maximal effect; nearly all actives have a fitted effect of over 50% in size
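qHTS, titration series. 100 nM EPAC2 / 250 nM Rap1B-BODIPY-GDP / 50 uM GDP; RT; ex 480/em 540 nm, 5-min reads to 30 min. Norm. to 6.5 mM cAMP = activation.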
IL2 activator: qHTS of IL-2 Activators; activation, % (series mostly up to about 46 µM); actives 0.065% (n = 360,000); IL-2 activation reporter assay, cell-based qHTS; stimulated with anti-CD3/CD4/CD28 beads; in transgenic mouse T cells; AID 652025, 2013; in the data active = activation above about 50%; inconclusive = mostly about 30% to 49%; also: 0% is about no effect
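Screening format: compound pinned onto unstimulated transgenic mouse T cells, 60 min incubation, then anti-CD3/anti-CD4/anti-CD28 bead stimulation for 18 hours at 37 degrees C, followed by EGFP and DsRed detection.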
PI5P4Ka inh: qHTS for Inhibitors of phosphatidylinositol 5-phosphate 4-kinase (PI5P4K); PI5P4Kalpha enzyme, ADP-Glo luminescence, 60 min; stronger effect = lower value; AID 652105, 2013; actives 1.2% (n = 330,000); max response, %; Phosphatidylinositol 5-phosphate 4-kinase type-2 alpha (Homo sapiens), P48426; active = max response of -50% or lower; inconclusive = between -30% and -50%; inactive = -30% or higher; also: value at the top dose of about 77 µM; % is scaled to controls: 0 for no effect and ±100 for the full control effect
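Enzyme plus substrate dispensed, test compounds pinned in, then ATP (5 microM final) added. After 60 min at RT, ADP-Glo reagent 1 for 45 min and reagent 2 for 30 min preceded luminescence imaging.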
EPAC1 antag: qHTS for Antagonist of cAMP-regulated guanine nucleotide exchange factor 3 (EPAC1): primary screen; EPAC1 GEF assay, Rap1b-BODIPY-GDP exchange fluorescence; actives 0.14% (n = 360,000); Potency, µM (doses to about 115 µM), for inactives: at the highest dose activity change, negative = inhibition, usual class: inhibitors; Rap guanine nucleotide exchange factor 3 (Homo sapiens), O95398;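 also: potency is read from the fitted curve at half-maximal effect; plate controls were vehicle for no effect and positive control for full effect; nearly all actives have a fitted effect of over 50% in size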
PLK1 PBD block: qHTS for Inhibitors of PLK1-PDB (polo-like kinase 1 - polo-box domain): Primary Screen | Serine/threonine-protein kinase PLK1 (Homo sapiens), P53350 | Plk1 PBD binding of FITC phosphopeptide, fluorescence polarization | Potency, µM, for inactives: max response, negative = inhibition, most hits filed as inhibitors | actives 2.8% (n = 360,000) | AID 720504, 2013; also: potency is read from the fitted curve at half-maximal effect; series mostly up to about 57 µM; % is scaled to controls: 0 for no effect and ±100 for the full control effect; nearly all actives have a fitted effect of over 65% in size
WRN helicase inh: qHTS for Inhibitors of WRN Helicase. Potency, µM (doses to about 114 µM), without a hit: at the top dose activity change, negative = inhibition, actives largely listed as inhibitors. Bifunctional 3'-5' exonuclease/ATP-dependent helicase WRN (Homo sapiens), Q14191. actives 0.46% (n = 360,000). WRN helicase unwinding, fluorescent forked duplex, kinetic; also: potency is read from the fitted curve at half-maximal effect; % is scaled to controls: 0 for no effect and ±100 for the full control effect; nearly all actives have a fitted effect of over 55% in size
Target sequence (Q14191 whole entry, looked up): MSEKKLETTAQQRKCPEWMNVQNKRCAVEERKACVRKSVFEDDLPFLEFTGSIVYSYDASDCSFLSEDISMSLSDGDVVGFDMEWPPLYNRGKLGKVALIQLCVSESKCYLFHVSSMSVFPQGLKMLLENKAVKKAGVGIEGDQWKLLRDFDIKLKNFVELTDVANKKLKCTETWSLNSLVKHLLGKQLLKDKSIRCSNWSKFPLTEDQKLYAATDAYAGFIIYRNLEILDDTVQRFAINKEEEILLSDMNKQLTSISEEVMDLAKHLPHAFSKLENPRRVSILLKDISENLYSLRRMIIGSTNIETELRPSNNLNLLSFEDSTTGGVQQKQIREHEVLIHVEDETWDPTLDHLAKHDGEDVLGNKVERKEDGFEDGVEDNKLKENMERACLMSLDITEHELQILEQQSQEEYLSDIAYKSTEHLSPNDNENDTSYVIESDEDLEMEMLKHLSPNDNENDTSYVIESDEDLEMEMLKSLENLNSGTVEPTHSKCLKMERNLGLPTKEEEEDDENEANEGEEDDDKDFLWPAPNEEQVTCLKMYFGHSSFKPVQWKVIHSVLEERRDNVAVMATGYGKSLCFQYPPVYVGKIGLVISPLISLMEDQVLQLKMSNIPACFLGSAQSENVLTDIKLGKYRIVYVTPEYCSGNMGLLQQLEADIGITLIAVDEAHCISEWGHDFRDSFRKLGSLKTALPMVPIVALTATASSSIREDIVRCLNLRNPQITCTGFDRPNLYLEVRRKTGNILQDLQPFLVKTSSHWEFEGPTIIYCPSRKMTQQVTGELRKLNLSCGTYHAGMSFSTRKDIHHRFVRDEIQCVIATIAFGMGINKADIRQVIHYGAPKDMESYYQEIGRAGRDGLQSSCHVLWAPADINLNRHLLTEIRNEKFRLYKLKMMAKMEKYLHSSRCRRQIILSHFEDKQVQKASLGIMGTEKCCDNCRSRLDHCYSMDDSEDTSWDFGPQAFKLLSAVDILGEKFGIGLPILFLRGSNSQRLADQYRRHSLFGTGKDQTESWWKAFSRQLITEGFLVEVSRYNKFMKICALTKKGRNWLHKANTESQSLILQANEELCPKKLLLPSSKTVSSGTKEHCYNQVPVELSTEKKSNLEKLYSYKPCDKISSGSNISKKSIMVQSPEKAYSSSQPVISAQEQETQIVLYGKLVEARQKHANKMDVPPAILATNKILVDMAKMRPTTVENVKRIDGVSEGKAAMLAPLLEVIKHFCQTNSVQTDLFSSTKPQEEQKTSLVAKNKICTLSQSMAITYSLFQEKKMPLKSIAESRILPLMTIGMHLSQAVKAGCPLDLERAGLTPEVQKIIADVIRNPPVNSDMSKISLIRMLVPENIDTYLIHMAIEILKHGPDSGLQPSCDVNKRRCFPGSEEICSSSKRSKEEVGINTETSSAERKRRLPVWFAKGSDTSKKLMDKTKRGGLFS
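Enzyme (20 nM final) and test compound sit together 15 min at room temperature before substrate addition. Substrate is a single-forked duplex oligonucleotide (100 nM) labelled with fluorophore and quencher, with 2 mM ATP; helicase unwinding raises red fluorescence, read kinetically.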
Starred values were filed as active, the others as inactive; ? = inconclusive; · = no result given; [ ] = another dose, or the depositor's remark. Unless noted, calls follow the shape of the dose curve; as a rule, active = well fitted curve in the direction sought with a large enough effect; inconclusive = small, poorly fitted or top-dose-only effect, or another doubt; inactive = no such curve, though single readings can be large; an effect the other way counts as inactive or inconclusive.

SMILES	EPAC1 agonist	CCT modulator	EPAC2 agonist	IL2 activator	PI5P4Ka inh	EPAC1 antag	PLK1 PBD block	WRN helicase inh
CC(CNC(=O)c1ccc2c(c1)OCO2)c1ccc([N+](=O)[O-])cc1 (stereo not given)	-8%	1.4	2%	-2.3	-5	12%	-4%	1%
CC(C)OC(=O)/C(=C\c1cccc2ccccc12)NC(=O)c1ccccc1	3%	-2.7	15%	-2.5	2	-13%	0%	-6%
CC(=O)Nc1ccc(S(=O)(=O)N2CCSc3ccccc32)cc1	-4%	-7.8	11%	3.3	4	-13%	-4%	-11%
OC(COCC(F)(F)C(F)(F)C(F)(F)C(F)F)Cn1c2ccc(Cl)cc2c2cc(Cl)ccc21 (stereo not given)	-16%	2.0	7%	-1.2	24	-12%	6%	-14%
COC(=O)Cc1ccc(NC(=O)c2ccc3c(c2)C(=O)N(CC2CCCO2)C3=O)cc1 (stereo not given)	-8%	-0.9	-12%	-4.9	3	7%	-1%	-11%
CC1(C)CC(=O)C([N+](=O)[O-])=C(NCCCO)C1	-1%	-0.9	-7%	1.4	3	0%	-2%	4%
Cc1nc2ccccc2c2oc(C(=O)NCC3COc4ccccc4O3)cc12 (stereo not given)	3%	-0.4	4%	-3.3	3	-20%	-2%	-3%
CCN(CCO)C(=O)c1ccc2nc(Cc3cccc(Cl)c3)oc2c1	0%	-0.5	4%	-2.1	-6	-7%	-8%	6%
CC(NC(=O)c1cc(F)c(F)cc1Cl)c1ccncc1 (stereo not given)	4%	-0.1	-4%	-2.2	2	1%	-14%	2%
Cc1ccc(-c2nc(=S)c3c(n2Cc2ccco2)CC(C)(C)OC3)cc1	9%	-3.5	16%	1.6	-20	-11%	?	-32%
Cc1cc(/C=C2/SC(=S)N(c3cccc(Cl)c3)C2=O)c(C)n1-c1cccnc1	3%	-0.7	1%	-2.0	-7	13%	-16%	0%[57.1 µM]
Cn1c(N)c(C(=O)COC(=O)COc2ccc(Cl)cc2)c(=O)n(C)c1=O	0%	2.1	0%	1.9	-1	-6%	0%	-1%
CC(=O)NCCCc1nc2ccccc2n1Cc1cc(C)ccc1C	7%	-0.8	3%	-2.8	2	4%	-5%	-12%[57.1 µM]
Cc1ccccc1CS(=O)(=O)c1ncc(Cl)c(C(=O)Nc2ccc(F)cc2)n1	0%	-0.5	8%	-1.0	-5	-9%	19µM*	-11%
O=C(CCSc1ccccc1Cl)Nc1cccc([N+](=O)[O-])c1	7%	-2.2	-7%	3.1	1	-22%	-8%	-11%
O=c1oc2ccccc2n1CSc1nc2ccccc2s1	5%	0.1	7%	-2.9	-3	-15%	?	3%
Cn1c(=O)c2ccccc2n2c(=S)[nH]nc12	0%	1.5	-7%	-0.3	-15	7%	-25%	-17%[11.6 µM]
CCCCCCCCNc1nc(Cl)nc(NCc2ccco2)n1	7%	0.0	7%	-3.1	6	-5%	-7%	-3%
CCc1c(O)nc(SC2CC(=O)N(c3ccccc3)C2=O)[nH]c1=O (stereo not given)	3%	1.2	5%	0.0	-7	-11%	-1%	2%
COc1ccc(NC(=O)N(Cc2cc3cc(C)ccc3[nH]c2=O)CC2CCCO2)cc1 (stereo not given)	9%	2.2	4%	0.6	0	-27%	-15%	-12%
O=C1c2ccccc2C(O)N1c1ccccc1 (stereo not given)	-4%	0.6	5%	-1.1	3	-11%	-7%	-5%
CCOc1ccc(N(CC(=O)Nc2cccc(N(C)S(C)(=O)=O)c2)S(=O)(=O)c2ccccc2)cc1	9%	2.4	19%	-0.4	-7	6%	16%	3%
COc1ccc2cc(C#N)c(SCC(=O)N3CCCC3)nc2c1	-7%	-1.8	-7%	-4.1	2	18%	-4%	9%
CCOC(=O)c1c(C)[nH]c(C(=O)OCC(=O)N2CC(C)OC(C)C2)c1C (stereo not given)	-2%	1.1	-2%	-1.5	-5	6%	-2%	5%
CCN(CC)S(=O)(=O)c1c(OC)cc(C)c(Cl)c1C	-7%	-2.8	6%	0.5	3	-18%	-11%	-3%

Later entries
SMILES	EPAC1 agonist	CCT modulator	EPAC2 agonist	IL2 activator	PI5P4Ka inh	EPAC1 antag	PLK1 PBD block	WRN helicase inh
COc1ccc(CCNC(=O)CCC(=O)N2CC(C)Oc3ccc(Cl)cc32)cc1OC (stereo not given)	-16%	0.3	-7%	-2.6	-1	2%	4%	1%
CC(C)C(C(=O)Nc1ccccc1F)N1C(=O)c2ccccc2C1=O (stereo not given)	12%	-0.1	13%	0.0	3	7%	-11%	1%
CCCCC(c1nc2ccccc2[nH]1)n1c(=O)c(-c2ccccc2)nc2cc(C)c(C)cc21 (stereo not given)	-7%	-0.4	6%	0.5	2	-29%	-16%	-2%
C=CCOC(=O)C1=C[C@H](c2csc3ccccc23)C[C@H](OCCCCO)O1	-4%	0.2	13%	3.0	?	-6%	-8%	-9%
Cc1nn(C(=O)c2nn(C)cc2Cl)c(C)c1Br	-2%	-1.4	-5%	-0.2	-4	0%	-7%	-7%
O=C(Nc1ccc2c(c1)C(=O)OC2)c1ccc(Cl)cc1Cl	0%	-0.7	4%	0.0	3	-10%	-9%	4%
Cc1[nH]n(-c2ccccc2)c(=O)c1N=O	8%	1.1	5%	8.7	-3	0%	-6%	-11%
Cc1ccc(OCCC(=O)OCC(=O)NCc2ccccc2)cc1	-3%	1.3	1%	-0.3	5	2%	1%	-2%
CCn1c(O)c(N=NC(=O)C2C(=O)NCC2c2ccccc2)c2ccccc21 (stereo not given)	5%	-4.9	1%	0.2	-6	-5%	-15%	11%
O=C(CSc1ncn[nH]1)Nc1ccc(Cl)c(Cl)c1	-4%	-0.9	-1%	1.4	5	3%	-7%	-12%
CCc1ccc(NC(=O)CN2CCc3ccccc3C2)cc1	18%	-2.0	23%	0.6	3	-14%	2%	-12%
Cc1ccc(Cc2ccccc2C(=O)O)cc1	2%	-2.2	6%	-5.3	7	9%	-8%	-4%
O=C(NCC(c1ccco1)N1CCCC1)c1cc(=O)[nH]c2ccccc12 (stereo not given)	2%	-0.4	4%	0.4	-4	2%	0%	7%
CC(C)c1ccc(S(=O)(=O)N2CCN(C(=O)c3ccc(N4CCCC4)c([N+](=O)[O-])c3)CC2)cc1	13%	-2.6	-9%	-1.9	7	5%	-11%	-19%
CCSc1nnc2c(n1)OC=Nc1ccc(Br)cc1-2	-2%	-1.5	2%	0.1	-2	-9%	-10%	-11%
COCCCN1C(=O)C(CC(=O)NCCN2CCOCC2)CC(C(=O)N(C)C)=C1C (stereo not given)	9%	-1.3	8%	1.8	-3	-17%	-4%	-7%
O=C(CSc1ncnc2c1cnn2-c1ccc(Cl)cc1)NCc1ccc2c(c1)OCO2	0%	-1.7	-2%	0.3	3	14%	3%	-22%[57.1 µM]
Cc1ccc(N2C(=O)C3C=NNC3C2=O)cc1 (stereo not given)	5%	-0.9	2%	-0.6	6	-8%	-10%	1%
Cc1cc(C)c(C#N)c(Sc2ccccc2N)n1	-13%	-3.1	-6%	-1.1	4	3%	-13%	-7%
COc1ccc(CNC(=O)COC(=O)CC2CC3CCC2C3)cc1OC (stereo not given)	-7%	-13	-5%	-0.4	-11	-1%	0%	-19%
O=C(COC(=O)c1c(F)cccc1Cl)NC1CCCCC1	5%	4.8	11%	-0.1	2	-12%	-1%	-1%
COc1ccc(-c2nnn(CC(=O)NCc3cccs3)n2)cc1OC	3%	-1.8	0%	4.2	1	-2%	-2%	36%[activator]
O=C(CSc1nnc2ccccn12)Nc1cccc(-c2nc3ccccc3s2)c1	5%	0.1	4%	-0.4	0	-6%	-11%	-32%
COCCNC(=O)C(OC(=O)c1cccs1)c1ccc(F)cc1 (stereo not given)	-14%	-2.6	6%	0.0	2	-1%	-3%	11%
CCCC(C)C(=O)Nc1ccc(Cl)cn1 (stereo not given)	-2%	-2.0	-17%	-2.3	5	12%	-14%	2%[57.1 µM]

Additional structures follow.
SMILES	EPAC1 agonist	CCT modulator	EPAC2 agonist	IL2 activator	PI5P4Ka inh	EPAC1 antag	PLK1 PBD block	WRN helicase inh
Cc1nc2sc(C(c3ccco3)N3CCN(C(c4ccccc4)c4ccccc4)CC3)c(O)n2n1 (stereo not given)	9%	-2.1	16%	-3.1	-28	0%	-15%	-12%
Cc1ccc(-n2c(C)cc(/C=N/NC(N)=S)c2C)cc1	0%	0.0	-3%	-2.5	-19	-9%	-11%	0%
O=C(c1ccc2c(c1)OCCO2)C1CCN(C(=O)c2ccc(F)c(F)c2)CC1	7%	-5.6	11%	0.4	·	2%	-13%	-7%
C=CCSc1nc2sc3c(c2c(=O)n1-c1ccccc1)CCN(C)C3	17%	-1.4	8%	-1.0	1	0%	-13%	1%
Cc1ccc(Cn2nnc3c(=O)n(CC(=O)N4CCCCC4)cnc32)cc1	8%	2.0	6%	-2.8	·	9%	-7%	1%
N#C/C(=C\c1ccncc1)C(=O)Nc1ccc(C(=O)O)cc1	3%	0.7	10%	0.8	6	3%	?	4%
COc1cc(NC(=O)COc2ccccc2)ccc1NC(=O)c1ccco1	7%	2.1	-1%	0.6	-4	-11%	-3%	1%[57.1 µM]
O=C(Nc1ncc(S(=O)(=O)c2ccc([N+](=O)[O-])cc2)s1)c1cccc2ccccc12	-2%	1.0	-1%	-0.1	-3	-8%	-8%	-5%[57.1 µM]
CCOC(=O)N1CCN(C(=O)CN(c2ccc(Oc3ccccc3)cc2)S(C)(=O)=O)CC1	-1%	2.9	6%	-3.9	-2	5%	-1%	3%

3 entries out of the list, arranged by count of non-hydrogen atoms, smallest number first.
SMILES	EPAC1 agonist	CCT modulator	EPAC2 agonist	IL2 activator	PI5P4Ka inh	EPAC1 antag	PLK1 PBD block	WRN helicase inh
Cc1ccc(-n2c(C)cc(/C=N/NC(N)=S)c2C)cc1	0%	0.0	-3%	-2.5	-19	-9%	-11%	0%
C=CCSc1nc2sc3c(c2c(=O)n1-c1ccccc1)CCN(C)C3	17%	-1.4	8%	-1.0	1	0%	-13%	1%
Cc1ccc(Cn2nnc3c(=O)n(CC(=O)N4CCCCC4)cnc32)cc1	8%	2.0	6%	-2.8	·	9%	-7%	1%

Screening data from PubChem.

Not all compounds are listed; count on the stated rates, not on these rows.
